Source: PubChem BioAssay (The Scripps Research Institute Molecular Screening Center)
PREPL inhibitor: inhibits the human prolyl oligopeptidase-like enzyme | Q4J6C6 | recombinant PREPL, fluorescence polarization activity-based probe | inhibition, % at 5.96 µM | actives 0.68% (n = 320,000); in the data active = inhibition above about 43%;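 note: 0% = enzyme with DMSO and 100% = wells lacking enzyme; many of its hits are not listed in these tables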
Target sequence (Q4J6C6 whole entry, looked up): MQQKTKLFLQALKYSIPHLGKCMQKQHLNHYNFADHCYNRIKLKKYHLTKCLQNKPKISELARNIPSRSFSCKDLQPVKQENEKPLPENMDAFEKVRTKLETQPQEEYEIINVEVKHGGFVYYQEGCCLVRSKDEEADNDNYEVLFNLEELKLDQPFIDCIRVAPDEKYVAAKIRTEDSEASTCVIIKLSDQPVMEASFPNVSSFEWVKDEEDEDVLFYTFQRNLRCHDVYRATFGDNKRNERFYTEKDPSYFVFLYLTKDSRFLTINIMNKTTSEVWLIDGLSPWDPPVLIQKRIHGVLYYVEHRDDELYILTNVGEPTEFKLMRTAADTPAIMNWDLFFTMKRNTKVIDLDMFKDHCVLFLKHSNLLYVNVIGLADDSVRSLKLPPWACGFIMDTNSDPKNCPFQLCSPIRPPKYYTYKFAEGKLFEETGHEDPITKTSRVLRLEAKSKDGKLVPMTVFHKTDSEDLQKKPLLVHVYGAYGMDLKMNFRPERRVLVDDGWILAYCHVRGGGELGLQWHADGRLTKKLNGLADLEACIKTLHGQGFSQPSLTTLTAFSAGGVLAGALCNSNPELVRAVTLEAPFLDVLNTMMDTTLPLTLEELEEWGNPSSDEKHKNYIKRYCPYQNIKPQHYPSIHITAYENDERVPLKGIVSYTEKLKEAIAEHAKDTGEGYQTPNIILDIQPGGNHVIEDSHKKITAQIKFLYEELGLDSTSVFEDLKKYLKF
PAFAH2 FP inh: inhibitors of human PAFAH2. recombinant PAFAH2, FP-rhodamine activity probe, fluorescence polarization. inhibition, % at 3.39 µM. actives 0.99% (n = 340,000). AID 492956;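 active = inhibition above the mean over all tested compounds plus 3 SD, cut at about 30% in these data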;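 note: inhibitors block probe labeling of enzyme so polarization drops; 0% = enzyme with DMSO and 100% = wells lacking PAFAH2 protein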
PAFAH1B2 inh: inhibitors of human PAFAH1B2; P68402; recombinant PAFAH1B2, FP-rhodamine activity probe, fluorescence polarization; inhibition, % at 3.39 µM; actives 1.2% (n = 340,000);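 active = inhibition above the mean of all tested compounds plus 3 SD, cut at about 24% in these data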;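 note: 0% = enzyme with DMSO and 100% = wells lacking PAFAH1B2; many of its hits are not listed in these tables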
LYPLA2 inh: counter-screen for PME1 inhibitors: inhibitors of human LYPLA2 | inhibition, % at 5.9 µM | AID 2177 | O95372 | actives 0.38% (n = 320,000) | recombinant LYPLA2, FP-Rh probe fluorescence polarization;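 active = inhibition above the screen-wide mean plus 3 SD, limit set per campaign, cut at about 26% in these data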;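 note: 0% = LYPLA2 with DMSO and 100% = wells lacking LYPLA2 enzyme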
ZTA DNA inh: ZTA (EBV) inhibition in EBNA-1 counter-screen. P03206. ZTA-DNA binding, fluorescence polarization. inhibition, % at 11 µM. actives 0.15% (n = 320,000). AID 2234; in the data active = inhibition above about 33%
EBNA-1 inhibitor: blocks EBNA-1 binding to DNA; EBNA-1 DNA binding, fluorescence polarization; inhibition, % at 14.8 µM; actives 0.34% (n = 300,000); in the data active = inhibition above about 28%
pPAFAH inh: pPAFAH (human) enzyme inhibition | inhibition, % at 3.39 µM | AID 463082 | Q13093 | recombinant pPAFAH, FP-rhodamine probe fluorescence polarization | actives 1.5% (n = 330,000);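 active = inhibition above the mean inhibition across the screen plus 3 SD, cut at about 25% in these data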;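 note: inhibitors block binding of the rhodamine activity-based probe so polarization drops; 0% = enzyme with DMSO and 100% = wells lacking pPAFAH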
PAFAH1B3 FP inh: PAFAH1B3 (human) inhibition. inhibition, % at 3.39 µM. actives 0.28% (n = 340,000). recombinant PAFAH1B3, FP-rhodamine probe, fluorescence polarization;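 active = inhibition above the screen-wide average of all tested compounds plus 3 SD, cut at about 25% in these data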;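 note: 0% = enzyme with DMSO only and 100% = wells lacking PAFAH1B3 protein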
LYPLA1 counter: LYPLA1 (human) inhibition in PME1 counter-screen; O75608; recombinant LYPLA1, FP-Rh probe fluorescence polarization; inhibition, % at 5.9 µM; actives 0.16% (n = 320,000); AID 2174;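 active = inhibition above the mean of all tested compounds plus 3 SD, set per campaign, cut at about 14% in these data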;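 note: inhibitors block serine hydrolase probe labeling of LYPLA1 so polarization falls; 0% = enzyme with DMSO and 100% = wells lacking LYPLA1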
Target sequence (O75608 whole entry, looked up): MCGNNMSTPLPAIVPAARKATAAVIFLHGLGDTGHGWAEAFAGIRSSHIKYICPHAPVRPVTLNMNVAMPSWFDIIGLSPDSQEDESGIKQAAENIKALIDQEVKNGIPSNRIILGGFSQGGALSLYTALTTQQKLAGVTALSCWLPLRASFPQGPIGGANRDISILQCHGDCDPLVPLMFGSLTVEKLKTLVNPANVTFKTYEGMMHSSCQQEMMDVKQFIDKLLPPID
Numbers without * were called inactive; x = no result given. These rows are one share of the data. The share of hits here may be higher or lower than overall.

SMILES	PREPL inhibitor	PAFAH2 FP inh	PAFAH1B2 inh	LYPLA2 inh	ZTA DNA inh	EBNA-1 inhibitor	pPAFAH inh	PAFAH1B3 FP inh	LYPLA1 counter
COCc1cc(C)nc2sc(C(=O)Nc3ccccc3F)c(N)c12	11.1	8.0	6.0	0.3	6.1	-3.8	6.2	10.4	-0.2
Cc1ccc(NC(=O)C2CC(=O)N/C(=N/N=C/c3ccco3)S2)cc1C (stereo not given)	10.6	8.2	-1.2	5.8	-11.9	30.4*	8.0	-0.9	2.3
CCOC(=O)c1cnc2ccc(OCC)cc2c1N1CCN(c2ccccc2OC)CC1	0.5	-3.3	5.4	-7.3	0.7	1.2	7.3	6.8	-0.5
Cc1ccc2c(CC(=O)N3CCN(S(=O)(=O)c4cccs4)CC3)coc2c1	-16.4	-3.8	2.8	0.6	-7.9	-2.4	1.6	-2.2	-0.8
Cc1cc(C)c2sc(N(CCCN(C)C)C(=O)c3ccc(S(=O)(=O)N(C)C4CCCCC4)cc3)nc2c1	19.7	-0.1	5.5	-7.0	-6.4	2.0	1.4	9.5	-2.3
NS(=O)(=O)c1ccc(CCNC(=S)Nc2ccccc2)cc1	7.5	3.8	-1.9	-7.7	12.1	-8.1	-0.9	4.5	-3.1
CN(C)c1ccc(O)c2c1CC1CC3C(N(C)C)C(=O)C(C(N)=O)=C(O)[C@@]3(O)C(=O)C1=C2O (stereo not given in full)	6.0	8.1	7.5	0.1	9.4	-8.1	33.4*	10.8	-2.1
Cc1cc(N2CCN(c3ccccc3)CC2)nc(-n2nc(C)cc2C)n1	31.1	4.6	-0.6	1.3	0.4	-4.8	1.2	3.9	-1.4
CCOC(=O)c1ccc2c(c1)NCc1cccc(OC)c1O2	-1.8	1.4	6.9	3.8	12.6	12.5	6.1	13.4	-0.1
COc1nccnc1NS(=O)(=O)c1ccc(NCc2cc(Br)ccc2O)cc1	10.7	12.7	15.6	0.7	5.7	-5.0	11.1	2.7	1.5
Cc1cc(=O)n2[nH]c(-c3ccc(F)cc3)nc2n1	-0.3	10.7	3.8	0.4	16.7	-0.3	3.5	-23.9	-0.9
Cc1onc(-c2ccccc2)c1C(=O)Nc1cccc(S(=O)(=O)NC2=NCCC2)c1	0.7	-1.2	2.3	-2.1	13.6	x	5.0	3.8	-1.1
CC(=O)Nc1ccc(S(=O)(=O)NCc2nc(-c3ccc(C)cc3)no2)cc1	2.9	3.0	2.5	4.2	9.1	-4.1	1.1	3.3	-1.3
O=C(O)c1ccc(CNC(=O)c2ccc(S(=O)(=O)N3CCCCC3)cc2)cc1	6.0	2.5	4.4	4.0	16.0	x	5.7	2.6	-4.3
CCOC(CNc1ncnc2sc(-c3ccccc3)cc12)OCC	13.6	-1.1	4.3	-4.1	-5.5	-24.9	5.4	-1.2	-3.3
COC(=O)CN1C(c2ccc(Cl)cc2)=Nc2ccc(Cl)cc2C1c1ccccc1 (stereo not given)	-8.6	-0.4	12.3	-9.0	10.6	6.5	5.5	1.9	-5.5
COc1ccc(OC)c(C(=O)NC(CC(N)=O)c2ccc(NC(C)C)c([N+](=O)[O-])c2)c1 (stereo not given)	10.3	2.2	-0.2	1.8	-4.8	-0.3	4.9	7.6	0.3
COc1ccc(NC(=O)c2nn(C)cc2[N+](=O)[O-])cc1	4.8	-0.1	4.6	0.2	4.3	4.7	0.3	1.9	0.7
CCOc1cc(C(c2c(C)[nH][nH]c2=O)c2c(C)[nH][nH]c2=O)ccc1OS(=O)(=O)c1ccccc1	2.4	9.0	18.6	-0.2	13.0	9.4	4.8	8.4	-3.5
O=[N+]([O-])c1ccccc1S(=O)(=O)NCCc1ccncc1	-2.3	0.4	4.3	5.7	1.1	-1.9	1.7	12.8	2.7
COc1ccc(-c2cn3c(C)c(C(=O)Nc4cccc(C)n4)sc3n2)cc1	7.8	2.3	2.4	2.4	4.6	-2.5	8.2	-0.5	1.0
Cc1sc2nc(C3CC3)nc(N3CCN(C(=O)c4ccc(F)cc4)CC3)c2c1C	14.4	-4.0	-1.2	0.3	-2.8	-2.6	6.1	2.8	1.4
COc1ccc(C2NC(=O)NC(C)=C2[N+](=O)[O-])cc1 (stereo not given)	-5.8	-9.2	5.0	1.2	1.5	3.2	-1.1	-0.5	1.7
COc1ccccc1CNS(=O)(=O)c1c(C(=O)N2CCCC2)c(C)n(C)c1C	6.7	-0.2	10.9	0.7	-18.9	-18.9	3.1	6.4	0.7

Arranged by the number under PAFAH1B2 inh (lowest first): some entries from above.
Molecule | PREPL inhibitor | PAFAH2 FP inh | PAFAH1B2 inh | EBNA-1 inhibitor | pPAFAH inh | PAFAH1B3 FP inh
Cc1sc2nc(C3CC3)nc(N3CCN(C(=O)c4ccc(F)cc4)CC3)c2c1C | 14.4 | -4.0 | -1.2 | -2.6 | 6.1 | 2.8
Cc1onc(-c2ccccc2)c1C(=O)Nc1cccc(S(=O)(=O)NC2=NCCC2)c1 | 0.7 | -1.2 | 2.3 | x | 5.0 | 3.8
CC(=O)Nc1ccc(S(=O)(=O)NCc2nc(-c3ccc(C)cc3)no2)cc1 | 2.9 | 3.0 | 2.5 | -4.1 | 1.1 | 3.3
COc1ccc(NC(=O)c2nn(C)cc2[N+](=O)[O-])cc1 | 4.8 | -0.1 | 4.6 | 4.7 | 0.3 | 1.9

Structures shown so far that have a furan ring, fused or not (2):
SMILES	PREPL inhibitor	PAFAH2 FP inh	PAFAH1B2 inh	LYPLA2 inh	ZTA DNA inh	EBNA-1 inhibitor	pPAFAH inh	PAFAH1B3 FP inh	LYPLA1 counter
Cc1ccc(NC(=O)C2CC(=O)N/C(=N/N=C/c3ccco3)S2)cc1C (stereo not given)	10.6	8.2	-1.2	5.8	-11.9	30.4*	8.0	-0.9	2.3
Cc1ccc2c(CC(=O)N3CCN(S(=O)(=O)c4cccs4)CC3)coc2c1	-16.4	-3.8	2.8	0.6	-7.9	-2.4	1.6	-2.2	-0.8

Profiles, quoted from the list. Order of values: PREPL inhibitor	PAFAH2 FP inh	PAFAH1B2 inh	LYPLA2 inh	ZTA DNA inh	EBNA-1 inhibitor	pPAFAH inh	PAFAH1B3 FP inh	LYPLA1 counter
CCOc1cc(C(c2c(C)[nH][nH]c2=O)c2c(C)[nH][nH]c2=O)ccc1OS(=O)(=O)c1ccccc1 as listed: 2.4	9.0	18.6	-0.2	13.0	9.4	4.8	8.4	-3.5
CC(=O)Nc1ccc(S(=O)(=O)NCc2nc(-c3ccc(C)cc3)no2)cc1 as listed: 2.9	3.0	2.5	4.2	9.1	-4.1	1.1	3.3	-1.3
COc1ccc(OC)c(C(=O)NC(CC(N)=O)c2ccc(NC(C)C)c([N+](=O)[O-])c2)c1 (stereo not given) as listed: 10.3	2.2	-0.2	1.8	-4.8	-0.3	4.9	7.6	0.3
COc1ccc(NC(=O)c2nn(C)cc2[N+](=O)[O-])cc1 as listed: 4.8	-0.1	4.6	0.2	4.3	4.7	0.3	1.9	0.7
COc1ccc(-c2cn3c(C)c(C(=O)Nc4cccc(C)n4)sc3n2)cc1 as listed: 7.8	2.3	2.4	2.4	4.6	-2.5	8.2	-0.5	1.0

The results go on.
SMILES	PREPL inhibitor	PAFAH2 FP inh	PAFAH1B2 inh	LYPLA2 inh	ZTA DNA inh	EBNA-1 inhibitor	pPAFAH inh	PAFAH1B3 FP inh	LYPLA1 counter
O=C1Nc2ccccc2C(O)(C(=O)NCc2ccco2)N1c1ccc(Cl)cc1 (stereo not given)	-8.3	0.1	8.6	-3.5	-9.8	-7.5	0.0	5.5	-1.1
O=C(COCC(=O)Nc1cccc(C(F)(F)F)c1)Nc1cccc(C(F)(F)F)c1	-19.3	-3.7	6.2	-19.7	-0.1	11.1	4.1	-1.9	-12.4
O=C(Cn1c(NCCO)nc2ccccc21)c1ccc(F)cc1	4.3	2.1	5.3	6.3	5.7	2.4	2.4	6.5	4.6
O=C(O)CCC(=O)Nc1cccc(C(=O)Nc2cccc(Cl)c2)c1	-6.5	-13.2	-1.5	0.8	20.4	7.0	1.2	3.6	-0.2
COc1ccc(N2CCN(CCNC(=O)C3CCN(S(=O)(=O)c4cccs4)CC3)CC2)cc1	10.2	1.1	1.3	0.6	5.8	7.8	7.9	4.8	-3.2
CCOC(=O)c1ccc(NC2c3ccccc3C(=O)N2c2ccccn2)cc1 (stereo not given)	-0.6	-0.2	10.3	-0.9	5.4	-1.7	1.3	-2.0	0.9
O=C(c1ccco1)N1CCN(C(=O)c2cc(-c3ccccn3)nc3ccc(Cl)cc23)CC1	-7.9	13.1	4.4	-2.1	-9.7	-3.7	7.7	9.4	3.6
CCS(=O)(=O)C1=NSC2=NC(=O)/C(=C\c3ccc(OS(=O)(=O)c4ccccc4)cc3)C(=N)N21	1.1	-2.5	16.5	-0.7	-1.2	4.2	14.7	1.6	-5.7
O=C(Nc1ccccc1[N+](=O)[O-])c1cccc(N2C(=O)CCC2=O)c1	5.9	-4.9	-5.1	2.4	-14.3	1.2	-0.6	-1.9	1.5
Cc1ccc(S(=O)(=O)c2c(N)n(NC(=O)C3CC3)c3nc4ccccc4nc23)cc1	0.2	-0.7	1.3	3.7	7.6	2.7	0.3	8.4	1.0
CC(C)Oc1ccc(S(=O)(=O)N2CCCCC2)cc1NC(=O)C1=COCCO1	-3.1	-3.3	-2.1	1.4	22.0	-2.6	6.4	5.7	-0.3
CCCC(C)NC(=O)COc1ccc(S(=O)(=O)N2CCCC2)cc1 (stereo not given)	1.6	-3.3	-3.1	6.0	10.8	11.2	-0.7	-2.2	0.1
O=C(CSc1nnc2c(n1)[nH]c1ccccc12)NCc1ccccc1F	-17.1	-5.6	-2.8	0.9	1.3	3.8	4.9	3.2	0.1
CC(Oc1ccc(Cl)cc1)C(=O)Nc1sccc1C(N)=O (stereo not given)	-3.4	-1.2	3.2	1.6	-3.2	-2.6	6.5	5.4	1.1
Cc1n[nH]c(C)c1S(=O)(=O)N(CC(=O)NC1CCCC1)c1ccc(C(C)C)cc1	4.9	2.0	0.7	-3.5	3.5	-6.2	1.0	-1.5	-1.8
O=C(CN1CCCCC1)Nc1cc(S(=O)(=O)N2CCOCC2)ccc1N1CCCC1	7.5	-0.9	0.8	-9.9	-1.0	x	-1.3	2.3	-2.3
COc1ccc(N2CCOCC2)c(NC(=O)COc2cccc(C)c2C)c1	4.8	4.5	-0.5	5.4	-0.1	1.4	5.0	6.7	-2.0
CNC(=S)NC1CC2CCC(C1)N2Cc1ccccc1 (stereo not given)	-1.9	8.9	6.2	3.2	1.1	6.0	1.9	9.9	0.3
CCCCCn1c(=O)[nH]c2cc(C(=O)NCCN(CC)CC)ccc2c1=O	-2.9	-9.8	5.8	4.4	-11.9	0.8	-3.2	2.9	3.6
COc1ccc(NC(=O)CN(C)S(=O)(=O)c2ccc(Br)s2)cc1OC	10.8	7.6	1.1	5.2	-8.3	-8.6	3.0	-4.9	3.2
COc1cc(/C=C(\C#N)c2nc3ccccc3[nH]2)ccc1Oc1ccc([N+](=O)[O-])cn1	33.8	-25.1	-2.5	15.0	8.4	1.7	7.2	-11.2	-13.3
O=C1C(Cc2ccccc2)Nc2ncnc(N3CCN(c4ccccc4)CC3)c2N1Cc1ccc(Cl)cc1 (stereo not given)	18.8	-1.3	-1.8	-1.7	1.9	4.0	2.7	-6.3	-2.5
CC(=O)Nc1ccc(NC(=O)Cn2cnc3c(cnn3C(C)(C)C)c2=O)cc1	13.0	x	x	-4.2	7.2	13.6	-0.4	x	0.7
O=C1c2ccccc2N2C(=O)c3ccccc3C2N1Cc1ccco1 (stereo not given)	7.9	-7.6	3.3	-1.9	1.0	-10.6	1.5	1.6	-1.7
